Bioassay records (PubChem)
Pf Dd2 growth: qHTS Primary assay for Inhibitors of Plasmodium falciparum Dd2 growth in vitro. Potency, µM (series often up to 28.9 µM), for inactives: top-dose activity, negative = inhibition, actives largely listed as inhibitors. AID 1347417, 2020. P. falciparum Dd2 growth, SYBR Green, 72 h. 120,000 tested, 4.3% active; active = well fitted inhibition curve with a large enough effect; inconclusive = small, poorly fitted or top-dose-only effect; inactive = no such curve, though single readings can be large or run the other way;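 note: plate controls were DMSO vehicle for no effect and reference drug for full effect; nearly all actives have a fitted effect of over 65% in size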
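Infected erythrocytes (Dd2, 0.3% parasitemia, 2.5% hematocrit final) are added to compound in RPMI-1640/Albumax II medium, grown 72 h at 37C in low oxygen, then lysed with saponin/Triton-X containing SYBR Green and read by fluorescence.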
* marks the source's active call; other numbers are inactive results; i = inactive; ? = inconclusive; [ ] = another dose, or the depositor's remark. Potency is the fitted concentration of half-maximal effect. Only part of the results is shown; count on the stated rates, not on these rows.

SMILES	Pf Dd2 growth
Cc1ccc2[nH]c(C(=O)N3CCC(=O)N(CC4CC4)C(C(C)C)C3)c(C)c2c1 (stereo not given)	-19%
COc1ccc(NC(=O)C2=NO[C@@H]3CN(CCc4ccccc4)C[C@H]23)cn1	1%[44.1 µM]
CCCCN1C(=O)c2ccccc2C(C(=O)NCCc2ccc(OC)cc2)C12CCCCC2 (stereo not given)	?
CCOC(=O)c1ccc(NC(=O)C(C)N(c2ccc(OCC)cc2)S(C)(=O)=O)cc1 (stereo not given)	2%
Cn1nccc1-c1cccc(-c2nc(N3CCOCC3)n(C)n2)c1	-2%
CN1[C@@H](CCC(=O)NCc2ccccc2)CNC(=O)[C@@H]2[C@H]1CCN2Cc1ccc(C(F)(F)F)cc1	-3%
O=C(NC1C[C@H]2CC[C@@H](C1)N2C(=O)c1ccc(Cl)s1)c1ccncc1 (stereo not given in full)	i
COCc1ccc(CN[C@H]2C[C@@H](Cc3cc(CCO)on3)C2(C)C)o1	-14%[44.1 µM]
COCCCNc1ncnc2c1CN(C1CCC1)C(=O)CN2C	4%
COc1ccc(CN2CCCCC23Cc2ccccc2CN(C(C)=O)C3)cc1 (stereo not given)	25%
O=C(C1C2C(=O)N(Cc3ccc(F)cc3)C[C@@]23C=C[C@@H]1O3)N1CCSCC1 (stereo not given in full)	18%
O=C(C1CCCC1)N1CC2(CCCN(C3COC3)C2)Cc2ccccc21 (stereo not given)	?
CCNC(=O)N1CCCC1c1noc(CCC(=O)NCCC(C)C)n1 (stereo not given)	16%
Cc1noc(-c2ccn3c(CNC(=O)c4ccco4)nnc3c2)n1	-15%
CN(Cc1cccc(C(F)(F)F)c1)Cc1nc(-c2ccccc2)no1	0%
O=C(C1CC1)N1CCN(c2nc3ncccc3o2)CC1	14%[44.1 µM]
COC(=O)c1ccc2nc(C[C@@H]3C[C@@H](C(C)C)[C@H](CNC(=O)[C@@H]4CCCC[C@@H]4C(=O)O)C=C3C)[nH]c2c1	-13%
O=C(Cn1nc2c(cc1=O)CCCCC2)Nc1nc(-c2ccncc2)cs1	-14%
Cc1ccc(C)c(N2CCN(C(=O)C3CCCN(Cc4nc(-c5cccc(Cl)c5)oc4C)C3)CC2)c1 (stereo not given)	29%
CCOC(=O)c1ccc2c(c1)N(CC(=O)Nc1cc(F)ccc1F)C(=O)c1ccccc1S2	-26%
Cc1ccc(C(=O)NC[C@H]2C[C@@H]3CCN2C[C@@H]3c2cc(C3CCCCC3)nn2C)cc1	?
COc1cc(OC)cc(C(=O)NCCc2csc(-c3cccc(C)c3)n2)c1	-13%
CCOC(=O)c1c(C)oc2nc(C)nc(NCCCN3CCN(c4ccc(F)cc4)CC3)c12	11µM*
O=C(c1ccc(C(F)(F)F)cc1)N1CC(Oc2ccc(F)c(F)c2)C1	31%[activator]
CCc1c(C)sc2c1CCN(Cc1cccc(OC)c1)C2c1ccccc1 (stereo not given)	7.9µM*

The final 4 compounds of the section before are carried over, then new ones follow.
SMILES	Pf Dd2 growth
COc1cc(OC)cc(C(=O)NCCc2csc(-c3cccc(C)c3)n2)c1	-13%
CCOC(=O)c1c(C)oc2nc(C)nc(NCCCN3CCN(c4ccc(F)cc4)CC3)c12	11µM*
O=C(c1ccc(C(F)(F)F)cc1)N1CC(Oc2ccc(F)c(F)c2)C1	31%[activator]
CCc1c(C)sc2c1CCN(Cc1cccc(OC)c1)C2c1ccccc1 (stereo not given)	7.9µM*
NC(=O)c1ccccc1OCC(=O)N1CC(CNc2ccccc2)C2(C1)CN(c1ccccc1)C2 (stereo not given)	-15%
CN(C)c1ccc(C(=O)NC2CC(c3nnc(CO)n3C3CC3)C2)cn1 (stereo not given)	?
COCCN1C(=O)CS(=O)(=O)C12CCN(C(=O)c1ccc(OC)cc1)CC2	-14%
CCN1c2cc(C(=O)Nc3ccc(OC)cc3C)ccc2C(=O)N2CCCCCC21 (stereo not given)	?
CC(C)CN(CCNC(=O)c1cc(-c2cccs2)nc2ccccc12)CC(C)C	?
CCN(CC)S(=O)(=O)c1nnc(NC(=O)COc2ccccc2Cl)s1	-15%
CN(C(=O)CSc1nc2ccc(NC(=O)CCc3ccccc3)cc2s1)c1ccccc1	?
O=C1C[C@@H]2CCN(C(=O)c3ccccc3)C[C@@H]2CCN1Cc1cccnc1	14%[44.1 µM]
O=C(c1ccc(F)cc1Cl)N1CCc2c(nc3cc[nH]n3c2=O)C1	-5%
CN1CCN(C(CN)C2CCCCC2)CC1 (stereo not given)	28µM*
CCN1CCN(C(=O)C2CCCN(Cc3cccnc3)CCC(=O)NCC2)CC1 (stereo not given)	9%
Cc1nc(-c2ccc(N(C)C)cc2)cc([C@H]2CN3CC[C@H]2C[C@@H]3COC(=O)Nc2ccccc2)n1	?
O=C(c1ccccc1F)N1CCC2(CC1)CC(OCC1CC1)CCO2 (stereo not given)	-8%
Cc1ccc(CNC(=O)c2ccc(CS(=O)(=O)c3ccccc3C)o2)cc1	22%
Cc1cc(NC(=O)Cc2ccccc2)cc(-c2nc3ccccc3o2)c1O	30%
O=C(NC1CC1)C1CCc2nnc(-c3ccc(Cl)cc3Cl)n21 (stereo not given)	17%
COCc1cn(C[C@H]2C[C@@H](NC(=O)c3ccc(C#N)cc3)[C@H](O)[C@@H]2O)nn1	5%[44.1 µM]
C[C@]1(CO)C2CC[C@@H](O)[C@@H](CC(=O)N3CCC[C@H]3CO)[C@]2(C)CC[C@H]1OC(=O)Nc1ccccc1 (stereo not given in full)	?
CN1CCC(OC2CCN(C(=O)c3ccc(C(F)(F)F)cc3)CC2)CC1	?
Cc1occc1C(=O)N1CC(F)(F)C[C@H]1c1nnc(C2CC2)o1	8%
COC(=O)CN1C(=O)[C@@H]2C[C@@H](O)CN2C2(CN(Cc3ccc(OC)c4ccccc34)C2)C1=O	-7%
Cc1cc(N2CCC3(CC2)CC(c2ccccc2)C(=O)N(C2CC2)C3)nc(N)n1 (stereo not given)	?
CCc1ccc(NC(=O)C2CCN(c3nn4c(=O)cc(C)nc4s3)CC2)cc1	24%
CC(=O)N1CC2(CCCCN2Cc2cccc(C(N)=O)c2)Cc2ccccc21 (stereo not given)	?
COc1ccc(Cl)cc1NC(=O)C(C)Sc1nc2c(c(=O)[nH]1)CCCC2 (stereo not given)	i

Sorted by molar mass (lowest first): some entries from above
SMILES	Pf Dd2 growth
COCc1cn(C[C@H]2C[C@@H](NC(=O)c3ccc(C#N)cc3)[C@H](O)[C@@H]2O)nn1	5%[44.1 µM]
CC(C)CN(CCNC(=O)c1cc(-c2cccs2)nc2ccccc12)CC(C)C	?
Cc1nc(-c2ccc(N(C)C)cc2)cc([C@H]2CN3CC[C@H]2C[C@@H]3COC(=O)Nc2ccccc2)n1	?

Later entries:
SMILES	Pf Dd2 growth
CCC(c1nc(-c2ccc(C)nn2)no1)n1cccn1 (stereo not given)	-3%
COCCC(=O)NCC1Cn2cccc2C(=O)N1Cc1ccccc1 (stereo not given)	-2%
COc1ccc(CN2C(=O)CO[C@H]3CN(c4nccc(C)n4)C[C@H]32)cc1	-21%[44.1 µM]
COc1ccc(-n2c(=O)c3c4c(sc3n(Cc3ccc(C(C)(C)C)cc3)c2=O)CCC4)c(OC)c1	?
Cc1ccsc1-c1[nH]nc2ncc(-c3cccc(F)c3)nc12	?
CC(C)c1ccccc1NC(=O)CN1C(=O)c2cccc3cccc1c23	36%[activator]
CCc1ccc(CN2CCc3nc(Nc4ccccc4)ncc3C2)cc1	?
Cc1ccccc1OCC(=O)Nc1ccc(S(=O)(=O)Nc2ncccn2)cc1	i
CCOC(=O)c1c(C)c(C(=O)NCCc2ccc(OC)cc2)c(C)n1C	7%
O=C(Nc1cccc(F)c1)N1CCc2c(c3ccccc3n2CC2CC2)C1	-8%
COc1ccc(-c2noc(CSc3nnc(C)n3-c3cccc(C)c3)n2)cc1	-2%
Cc1ccc2nc(-c3ccncc3)c(Nc3ccc(C(C)C)cc3)n2c1	i
O[C@@H]1C[C@@H](c2nc(-c3ccncc3)no2)N(C2CCCCC2)C1	?
Fc1ccc(-c2noc([C@@H]3Cc4nc[nH]c4CN3Cc3ccccc3)n2)cc1Cl	i
CC(C)CN(Cc1cccnc1)C1CN(C(=O)NCc2ccc(F)cc2)C1	?
O=C(NCC(c1cccs1)S(=O)(=O)c1cccs1)c1c(F)cccc1F (stereo not given)	51%[activator][5.79 µM]
Cc1cc(C(=O)Nc2ccc([C@H]3OCC(=O)N(CC(=O)N(C)C)[C@@H]3CO)cc2)n(C)n1	i
CC1(C(=O)O)CCN(C(=O)C2CCCCC2)CC1	8%[44.1 µM]
COc1ccc(NC(=O)c2ccc3c(c2)n(C)c(=O)c2ccnn23)cc1OC	?
Cc1nc2c(OCC(=O)OC(C)(C)C)cccn2c(=O)c1-c1cc(C)n(-c2ccc(Cl)cc2)n1	i
COc1cccc(C(=O)N2C[C@@H](CO)[C@H](c3nc(C)no3)C2)c1OC	-3%
CCC(NC(=O)C1CCCN(c2cnc3nccnc3c2)C1)c1ccc(OC)cc1 (stereo not given)	-1%
CCOc1ccc(-c2cc3c(=O)n(CCNC(=O)c4ccc[nH]4)ccn3n2)cc1	-14%
CN(Cc1cccnc1)c1nc2c(c(=O)[nH]1)CCN(CC1CCCCC1)CC2	?
COCCn1c(=O)c2c(n1Cc1ccccc1)CN(Cc1cccnc1OC)CC2	-16%[44.1 µM]

Random excerpt: four compounds from above.
SMILES	Pf Dd2 growth
COCCC(=O)NCC1Cn2cccc2C(=O)N1Cc1ccccc1 (stereo not given)	-2%
Cc1cc(C(=O)Nc2ccc([C@H]3OCC(=O)N(CC(=O)N(C)C)[C@@H]3CO)cc2)n(C)n1	i
Cc1nc2c(OCC(=O)OC(C)(C)C)cccn2c(=O)c1-c1cc(C)n(-c2ccc(Cl)cc2)n1	i
COc1ccc(CN2C(=O)CO[C@H]3CN(c4nccc(C)n4)C[C@H]32)cc1	-21%[44.1 µM]

Grouped by structure: the compounds so far with a COOH group (two)
SMILES	Pf Dd2 growth
COC(=O)c1ccc2nc(C[C@@H]3C[C@@H](C(C)C)[C@H](CNC(=O)[C@@H]4CCCC[C@@H]4C(=O)O)C=C3C)[nH]c2c1	-13%
CC1(C(=O)O)CCN(C(=O)C2CCCCC2)CC1	8%[44.1 µM]

The list continues:
SMILES	Pf Dd2 growth
CCO[C@H]1CN(Cc2cnc(-c3cccs3)nc2)C[C@@H]1O	-4%
COc1ccc(C(=O)N2CCC(n3nccc3NC(=O)CC(C)C)CC2)cc1OC	-2%
O=C(c1coc(COc2ccc(F)cc2Cl)n1)N1CCCCO1	-24%
Cc1nn(C)cc1CN1CC2(CCN(C(=O)C3CC3)CC2)CC1C(=O)O (stereo not given)	4%
CC(C)CC(=O)N1CC(c2nnc(-c3ccncc3)o2)C2(CCOCC2)C1 (stereo not given)	-14%
Cc1nc(N2C(=O)c3oc4ccccc4c(=O)c3C2c2cccc(OCCC(C)C)c2)sc1C (stereo not given)	i
CCOc1cccc(-c2nc(C3CCOC3)no2)c1 (stereo not given)	15%
COCCNC(=O)[C@H]1CN2CC[C@H]1C[C@@H]2Cn1cc(C2(O)CCCC2)nn1	6%[44.1 µM]
Cc1ccccc1CC(=O)NC1CCCN(c2cc(N(C)C)ncn2)C1 (stereo not given)	i[5.79 µM]
CS(=O)(=O)c1ccc(CC(=O)N[C@H](c2ccccn2)C2CC(O)C2)cc1 (stereo not given in full)	-3%
CC(C)NC(=O)c1ccc(-n2c(-c3ccccc3)cc3c2CCCCC3)cc1	-20%
COc1ccc(C(=O)Nc2cc(C(F)(F)F)ccc2N2CCN(c3ccccc3)CC2)cc1OC	-7%
O=C1[C@@H]2C[C@@H](CN2C(=O)c2ccc(F)cc2)Oc2ccccc2N1Cc1ccc(OC(F)(F)F)cc1	?
NC(=O)c1ccc(NC(=O)C2CC(=O)N(c3n[nH]c4ccccc34)C2)cc1 (stereo not given)	6%
Cc1cc(C)c2oc(-c3cccc(NC(=O)COc4ccccc4Cl)c3C)nc2c1	36%[activator][5.79 µM]
CC1CCc2nn3ccn(CC(=O)Nc4ccc5c(c4)OCO5)c(=O)c3c2C1 (stereo not given)	i
Cc1ccc(C)c(N2CCN(C(=O)c3ccc4c(c3)c(C)c(C)n4C)CC2)c1	52%
